beta cell repl = inducers of MIN6 beta-cell proliferation, primary screen, ATP luminescence, uHTS; proliferation, % at 10 µM; MIN6 cells proliferation, ATPlite luminescence, 48 h; cells starved in 0.2% serum; 100% = growth in 10% serum; hit rate 0.29% among 330,000; AID 2380, 2010;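 active = compounds whose signal lies at least 3.5 SD above the mean of all wells on their plate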;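 also: 0% = DMSO-treated cells in low-serum medium and 100% = 10% serum control; some compounds called inactive have numbers as strong as hits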
tim10-1 inh = growth inhibitors of tim10-1 mutant yeast, primary screen, luminescence, uHTS | S. cerevisiae tim10-1 ts strain growth, BacTiter-Glo, 24 h | AID 463190, 2010 | hit rate 2.2% among 330,000 | inhibition, % at 20 µM;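 active = inhibition of at least 40%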;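 also: mutant grown at 25 °C; 0% = DMSO wells with yeast and 100% = wells holding no yeast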
GRIN3A LBD mod = binders of NR3A ligand-binding domain, primary screen, biophysical, differential scanning fluorimetry, uHTS; NR3A LBD differential scanning fluorimetry, Tm shift; 0% = protein alone, 100% = glycine-bound protein; Tm shift relative to glycine control, % at 25 µM; hit rate 2.5% among 340,000; AID 1259313, 2017;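 active = melting temperature shift of at least 10% of the positive control shift, at one fixed dose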
MPTP block = mitochondrial permeability transition pore inhibitors, primary screen, biochemical, isolated mouse mitochondria, absorbance | Ca2+ swelling absorbance, 30 min | hit rate 1.4% among 360,000 | inhibition, % at 10 µM;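 active = inhibition of 50% or more, scaled per plate between neutral and stimulator controls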;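 also: 0% = DMSO wells given calcium and 100% = 1 mM EGTA wells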
TIM10 inh = growth inhibitors of isogenic TIM10 control yeast, primary screen, counter-screen for tim10-1 yeast inhibitor project, luminescence, uHTS | hit rate 1.4% among 330,000 | S. cerevisiae TIM10 strain growth, BacTiter-Glo luminescence, 24 h | inhibition, % at 10 µM;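 active = inhibition of 40% or more at the single tested concentration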;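 also: wild-type TIM10 isogenic control strain grown at permissive 25 °C; 0% = DMSO yeast wells and 100% = minimal medium wells without yeast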
APJ ag = agonists of human apelin receptor APJ, primary screen, CHO-K1 cells, PathHunter beta-arrestin, luminescence; 0% DMSO wells, 100% apelin; activation, % at 20 µM; hit rate 0.11% among 330,000; AID 2520, 2010;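 active = activation more than six SD over the plate average, tested at 20 µM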;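 also: 0% = DMSO alone and 100% = apelin-13 at 10 nM; some results filed as inactive read as strong as hits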
Target sequence (P35414 whole entry, looked up): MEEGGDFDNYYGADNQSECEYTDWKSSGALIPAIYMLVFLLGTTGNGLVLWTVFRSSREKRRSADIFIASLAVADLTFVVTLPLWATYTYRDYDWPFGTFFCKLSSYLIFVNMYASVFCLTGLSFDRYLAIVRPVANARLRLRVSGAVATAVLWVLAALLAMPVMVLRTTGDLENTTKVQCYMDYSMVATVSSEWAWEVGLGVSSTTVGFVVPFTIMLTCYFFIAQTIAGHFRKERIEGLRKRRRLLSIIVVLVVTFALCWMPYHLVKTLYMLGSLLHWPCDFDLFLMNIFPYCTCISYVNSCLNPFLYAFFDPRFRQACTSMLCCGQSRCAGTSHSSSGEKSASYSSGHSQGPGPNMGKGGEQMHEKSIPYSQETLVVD
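Material: CHO-K1 APJ beta-arrestin complementation cell line; Input: cell density 1000 per well; Incubation: compound stimulation 90 min at 25 °C, detection 60 min; Signal: luminescence from split beta-galactosidase complementation, Galacton Star/Emerald II substrate; Controls: DMSO-only wells as negative, 10 nM Apelin-13 as positive control.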
APJ antagonist = antagonists of human apelin receptor APJ, primary screen, CHO-K1 cells, beta-arrestin complementation, luminescence | inhibition, % at 20 µM | hit rate 0.32% among 330,000 | AID 2521, 2010;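 active = inhibition above about 40% at 20 µM, limit read from the data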;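 also: cells challenged with 10 nM apelin-13 agonist together with compound; plate controls were apelin-13 plus DMSO wells for no effect and DMSO wells lacking apelin-13 for full effect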
NALP3 yeast inh = NALP3 inflammasome inhibitors in reconstituted yeast, primary screen, luminescence, uHTS | Yeast reconstituted NLRP3/ASC/caspase-1, beta-gal luminescence, 24 h | inhibition, % at 10 µM | hit rate 0.39% among 330,000 | AID 2825, 2010;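 active = inhibition of 50% or more; inactive = inhibition below 50%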;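 also: plate controls were induced DMSO wells for no effect and uninduced yeast grown without galactose for full effect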
tim23-1 inh = growth inhibitors of tim23-1 mutant yeast, primary screen, luminescence, uHTS; inhibition, % at 20 µM; S. cerevisiae tim23-1 growth, BacTiter-Glo luminescence, 24 h; AID 463212, 2010; hit rate 1.3% among 330,000;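 active = growth inhibition of the mutant yeast at or above 50%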;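 also: temperature-sensitive mutant grown at 25 °C; plate controls were DMSO-treated mutant yeast for no effect and medium wells lacking yeast for full effect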
The depositor's hits bear a star; . = no result given.

SMILES	beta cell repl	tim10-1 inh	GRIN3A LBD mod	MPTP block	TIM10 inh	APJ ag	APJ antagonist	NALP3 yeast inh	tim23-1 inh
COc1cc(/C=C2\C(=O)ON=C2c2ccc(Cl)cc2)ccc1O	-4	25	-20	.	12	-3	16	-3	39
O=C(NCc1ccccn1)c1ccc(Cl)c(S(=O)(=O)Nc2ccccc2C(=O)NCc2ccccn2)c1	0	15	0	2.7	3	-2	11	18	9
Cc1ccc(N=C/C(C(=O)C(F)(F)F)=C(\O)c2ccco2)cc1Cl	3	19	-9	0.3	22	-2	12	25	44
CCc1ccc(CNC(=O)CCCn2nc(C)n3ccnc3c2=O)cc1	-4	14	-2	-0.3	5	-5	21	-2	-13
O=S(=O)(/N=C(/Nc1ccc(Cl)cc1Cl)c1ccccc1)c1cccs1	1	4	1	-2.4	37	-3	11	29	46
Cc1occc1-c1nnc(SCC(=O)NC2CCCC2)n1C	1	-14	1	0.3	-4	-2	10	6	5
S=C(NCc1ccccc1)Nc1nccs1	-1	-2	0	1.3	5	1	14	15	23
Cc1c(Br)c([N+](=O)[O-])nn1CCCC(=O)Nc1c(C)n(C)n(-c2ccccc2)c1=O	-2	7	0	2.7	-6	-2	25	-10	-1
COc1ccc(CNC(=O)COC(=O)C2CC3C=CC2C3)cc1 (stereo not given)	-1	14	-2	0.9	9	-3	-1	19	8
Cc1ccc(NC(=O)C2CCN(c3cnccn3)CC2)cc1C	-1	-6	-1	-2.8	-7	-4	6	25	18
COc1ccc(N2CC(NC(=O)NCC(C)C)CC2=O)cc1 (stereo not given)	0	-5	-1	-0.5	-10	-3	7	11	2
O=C(NCCC1=CCCCC1)C1CCN(S(=O)(=O)c2cccc3nonc23)CC1	-3	10	-6	.	-8	3	-5	13	11
CCCCC(=O)Nc1nc2ccc3nc(C)sc3c2s1	-2	30	-10	6.8	30	-2	9	-16	35
N#CCCN1CCN(C(=O)c2c(N)no[n+]2[O-])CC1	0	-7	2	1.6	-3	4	-28	3	13
CCOC(=O)Nc1sc2c(c1C(N)=O)CCC(C)C2 (stereo not given)	1	12	-4	1.9	13	-3	11	8	-1
O=C(O)c1ccc(/C=N/N2CCN(Cc3ccccc3)CC2)cc1	-4	-9	-10	0.8	-9	-1	20	10	1
CS(=O)(=O)N(CCc1ccccc1)CC(=O)N1CCCCC1	2	29	0	-0.8	-7	-4	4	11	4
Cc1cc(C)c(S(=O)(=O)Nc2ccccc2-c2ccccc2)c(C)c1	-3	29	-5	1.3	8	-2	-7	16	31
O=C(Nc1cc2c(cc1Cl)OCCCO2)c1ccco1	-3	3	-12	0.1	-6	-3	6	20	4
Fc1ccc(C2=Nn3c(nnc3-c3ccco3)SC2)cc1	1	14	2	-0.1	3	-3	-14	5	25
O=C(NCc1ccc(N2CCCC2=O)cc1)Nc1cccc(Cl)c1	-3	-23	-1	0.6	-8	3	3	9	12
Cc1onc(-c2ccccc2Cl)c1C(=O)NCc1ccccc1F	0	8	1	-1.4	4	-3	0	17	3
O=C(O)c1cccc(C(=O)O)c1	-3	11	-2	1.0	-3	4	-95	7	-1
COc1ccc(Cl)cc1NC(=O)C12CCC(C)(C(=O)O1)C2(C)C (stereo not given)	0	31	-1	-0.4	0	0	6	13	21
Cc1ccc(S(=O)(=O)NC(=O)Nc2cccc(S(=O)(=O)N(C)C)c2)cc1	-3	14	0	-0.6	2	-2	8	-6	10
O=C(O)c1ccccc1-n1cnnn1	-1	2	0	-0.8	-3	-2	-3	-4	13
CCCCCCCNC(=O)C1(CC2CC(c3ccc(Cl)cc3)=NO2)CCN(C(=O)CCCCCBr)CC1 (stereo not given)	-7	17	-2	1.2	5	0	6	-9	17
Cc1nc2sc(C(c3cccc(F)c3)N3CCCCC3)c(O)n2n1 (stereo not given)	-1	4	0	-0.4	-15	-7	5	0	-7
O=C(C[C@H]1C/C=C\C[C@@H](NC(=O)OCC2c3ccccc3-c3ccccc32)C(=O)O[C@@H](c2ccccc2)CNC1=O)N[C@H](CO)Cc1ccccc1	-6	6	-3	-0.4	0	1	17	9	20
C=C[C@@H]1c2cccc(C)c2N(S(=O)(=O)c2ccc(C)cc2)[C@H](c2ccc(OC(C)=O)cc2)C1(C#N)C#N	-5	13	-2	0.1	12	-3	4	-88	29
CCC1=NN(C(=O)c2cccc([N+](=O)[O-])c2)C(O)(c2ccc(C)cc2)C1 (stereo not given)	-2	7	-3	4.1	13	-5	37	24	10
O=C(NC1CCCN(CCc2ccccc2)C1)c1c[nH]c2ccccc12 (stereo not given)	-3	14	-1	0.5	-3	-2	6	19	4
Cc1ccc(C(=O)NC(=S)Nc2ccc(S(=O)(=O)N3CCN(C)CC3)cc2)cc1	-2	-5	0	1.2	-2	-2	17	24	9
CN(C(=O)CSc1nnc(-c2ccccc2)c(-c2ccccc2)n1)C1CCS(=O)(=O)C1 (stereo not given)	0	14	-2	0.9	8	-2	-19	-5	17
CN(C)CCCNC1=CC(=O)CC(c2ccccc2)C1 (stereo not given)	0	6	1	1.3	-15	-6	7	-6	-5
COc1cc(OC)c2c(c1)OC(=O)CC2c1cc(OC)c(OC)c(OC)c1 (stereo not given)	.	12	-4	-0.5	12	.	.	.	36
O=C(CN(CC1CCCO1)S(=O)(=O)c1ccc(S(=O)(=O)NC2CC2)cc1)Nc1ccccc1 (stereo not given)	1	7	7	-4.9	-6	-3	-14	18	-3
Cc1cc(C)c(OCC(=O)N(Cc2ccc(N(C)C)cc2)C2CCS(=O)(=O)C2)c(C)c1 (stereo not given)	-1	3	1	1.7	-5	-5	4	-17	20
C=CCn1c(=O)c2c(nc(Br)n2Cc2ccccc2Cl)n(C)c1=O	0	-17	1	1.5	-31	-4	-7	-12	-50
CCN(CC)S(=O)(=O)c1cccc(NC2=NCC(C)S2)c1 (stereo not given)	-1	13	0	0.3	10	-2	3	18	20
O=C(C(c1ccccc1)c1ccccc1)N1CCCc2ccccc21	-6	7	1	0.6	18	5	9	3	9
O=C(Nc1ccccc1Oc1ccccc1)C1=COCCO1	0	6	2	-1.1	16	6	2	0	22
CCCN(CC(=O)Nc1ccccc1C)C(=O)C1CC(=O)N(c2ccccc2C(C)CC)C1 (stereo not given)	1	10	3	-0.6	-4	-3	8	-1	-6
CCC(C(=O)NC1CCCC1)n1nc(C)n2c(cc3occc32)c1=O (stereo not given)	-3	13	0	-0.1	10	-3	27	3	13
O=C(NCC(c1ccco1)N1CCc2ccccc2C1)c1ccccc1 (stereo not given)	2	10	2	-3.5	9	4	23	13	22
O=C(Nc1cccnc1)Nc1cccc(F)c1	-2	-4	0	0.8	-2	1	12	19	-6
O=C1CN(c2ccc(Br)cc2)C(=O)N1CC(=O)N1CCCc2ccccc21	-3	30	0	1.3	18	0	-10	-5	43
CC1Cc2cc(/C(O)=C3/C(=O)C(=O)N(CCN4CCOCC4)C3c3cccc(Cl)c3)ccc2O1 (stereo not given)	1	3	1	0.4	-9	-3	3	5	1
Cc1ccc2c(c1)C(=O)N1[C@H]3c4ccccc4OC[C@@H]3[C@H](c3ccccc3)[C@]1(C)C(=O)N2	-6	14	-2	0.1	15	-2	6	70*	57*
CCCCCNC1=CC(=O)CC(c2ccccc2)C1 (stereo not given)	0	-2	0	-3.1	8	-1	19	10	2
CC(=O)c1ccc(N2CCN(CC(=O)Nc3cc(C)on3)CC2)cc1	-2	7	-1	-2.6	9	1	-1	3	-1
O=C(O)c1sccc1Oc1ccc(F)cc1[N+](=O)[O-]	-3	8	0	-4.4	-7	4	3	-1	10
COc1ccc(-n2ncc3c(NCc4ccc5c(c4)OCO5)ncnc32)cc1	1	9	8	1.4	-5	0	-6	10	-2
Cc1cc(=O)n2cc(-c3ccccc3)nc2[nH]1	-1	24	1	0.0	4	-2	9	-6	-4
C/C(=N\NC(=O)CCc1c[nH]c2ccccc12)c1ccc([N+](=O)[O-])cc1	-2	9	22*	1.0	13	4	3	5	4
CCOc1ccc(OCC)c(NC(=O)CSCCc2ccccn2)c1	2	8	-1	0.6	18	-8	-12	5	24
CNC(=O)c1cc2c(s1)CCCCCC2	1	13	0	-1.6	2	-5	-9	0	19
CCN(Cc1ccccc1)S(=O)(=O)c1ccc(OC)cc1	-4	0	-1	-1.4	-8	-1	18	27	35
CCOC(=O)c1ccc(NC(=O)CCc2c(C)nc3ncnn3c2C)cc1	3	11	0	0.6	-26	-3	5	2	0
COC(=O)c1ccc(Nc2ccc3nonc3c2[N+](=O)[O-])cc1	-2	-24	0	0.4	-8	3	-22	18	-6

A different layout for 3 compounds above:
Order of results – beta cell repl, tim10-1 inh, GRIN3A LBD mod, MPTP block, TIM10 inh, APJ ag, APJ antagonist, NALP3 yeast inh, tim23-1 inh
> Cc1ccc(NC(=O)C2CCN(c3cnccn3)CC2)cc1C
→ -1, -6, -1, -2.8, -7, -4, 6, 25, 18
> CC1Cc2cc(/C(O)=C3/C(=O)C(=O)N(CCN4CCOCC4)C3c3cccc(Cl)c3)ccc2O1 (stereo not given)
→ 1, 3, 1, 0.4, -9, -3, 3, 5, 1
> C=CCn1c(=O)c2c(nc(Br)n2Cc2ccccc2Cl)n(C)c1=O
→ 0, -17, 1, 1.5, -31, -4, -7, -12, -50

The listing continues.
SMILES	beta cell repl	tim10-1 inh	GRIN3A LBD mod	MPTP block	TIM10 inh	APJ ag	APJ antagonist	NALP3 yeast inh	tim23-1 inh
CCOc1ccccc1N1CCN(C(=O)NC(C)c2ccc(F)c(F)c2)CC1 (stereo not given)	0	27	-1	2.6	4	-3	6	6	18
CCCc1nnc(NC(=O)CN2C(=O)C3C4C=CC(C4)C3C2=O)s1 (stereo not given)	1	3	10	-0.6	-5	2	-10	11	15
CCOC(=O)c1c(S(=O)(=O)N2c3ccccc3CC2C)c(C)n(C)c1C (stereo not given)	0	0	0	-0.3	15	-5	5	6	20
NS(=O)(=O)c1ccc(CCNC(=O)c2cnc(Cl)c(Cl)c2)cc1	0	4	-3	-1.2	10	-2	8	11	0
CC(C)[C@H](NC(=O)N1CC(=O)Nc2ccccc21)C(=O)N[C@H](C(=O)O)c1ccccc1	-2	1	-1	-1.3	5	3	8	3	-14
O=C(CSc1nnnn1-c1cccc2c1CCCC2)N1CCCCC1	-1	17	-2	-1.0	-1	2	8	15	11
CC(C)Cc1nnc(NC(=O)CCC(=O)NC2CC2)s1	-4	5	0	-0.7	12	-5	10	14	6
COc1ccc(NC(=S)N(CCc2c(C)[nH]c3ccc(C)cc23)Cc2cccnc2)cc1	-3	5	-8	-0.8	1	-3	12	6	8
CC(C)C(=O)Nc1nnc(S(=O)(=O)N2CCc3ccccc32)s1	-1	-24	1	2.0	-2	1	-47	9	-7
Cc1cccc(NC(=O)Nc2cccc(Oc3c(F)c(F)c(F)c(F)c3F)c2)c1	-4	21	29*	93*	8	8	-16	1	17
CCOc1ccccc1OCCOCCOc1c(Cl)cccc1Cl	0	19	3	-1.0	20	-3	12	20	13
CSC1=NC(C)(C)C=C(/C=C/c2ccc(Cl)cc2)N1	-5	43*	-4	2.9	18	-6	36	30	30
CCN(C(=O)CSc1ncccn1)C1CCS(=O)(=O)C1 (stereo not given)	3	-2	2	-0.1	8	-4	4	6	-1

Source: PubChem

Compounds were not picked by outcome; 7.2% or so of the library scored in one or more.
